ER stress rescue – rescue of cells from ER stress-induced death, primary screen, 384-well, CSM14.1, thapsigargin, ATP luminescence (AID 1222). CSM14.1 thapsigargin-induced death rescue, ATP luminescence; higher % means a stronger effect. 190,000 tested, under 10 active. cellular ATP content (survival), % at 20 µM, or EC50 in µM where a hit was titrated;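 active = EC50 below 50 µM in the dose-response confirmation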;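 note: death triggered by thapsigargin at about 15 µM added after 2 h compound pretreatment; cell ATP read after overnight thapsigargin exposure of roughly 18 to 22 hours; normalized against plate controls of thapsigargin alone and 5% DMSO vehicle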
Autophagy mod – autophagy modulators in MEF cells, primary screen, imaging, high-content, MEF GFP-LC3 | MEF GFP-LC3 puncta imaging; test concentration mostly 10 µM | calls only at 10 µM (by protocol) | 190,000 compounds, 0.98% hits | AID 463193, 2010;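 active = percentage of spot-positive cells more than 3 SD above its plate mean, without a fluorescence outlier flag or 80% toxicity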;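 note: spot-positive cell cutoff set from DMSO-treated cells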
M1AAP inhibition – P. falciparum M1AAP inhibitors, biochemical, fluorogenic H-Leu-NHMec substrate, 1536-well (AID 1445). Aminopeptidase N (Plasmodium falciparum (isolate 3D7)). recombinant M1AAP, H-Leu-NHMec fluorogenic kinetic assay; higher % means a stronger effect. one-dose inhibition, % at 30 µM; IC50 in µM for titrated hits. 220,000 compounds, 0.42% hits;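 active = primary inhibition above the hit cutoff, then over 50% inhibition at one or more dose response concentrations, cut at about 23% in these data, passing the limit was not always enough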;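 note: plate controls were DMSO full reaction for no effect and no enzyme background for full effect; strong numbers were not always called active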
M17LAP inhibition – P. falciparum M17LAP inhibitors, primary screen, biochemical, fluorogenic H-Leu-NHMec substrate, 1536-well (AID 1619); Leucine aminopeptidase (Plasmodium falciparum (isolate 3D7)); recombinant M17LAP, H-Leu-NHMec fluorogenic kinetic assay; higher % means a stronger effect; 220,000 compounds, 0.38% hits; one-dose inhibition, % at 30 µM; IC50 in µM for titrated hits;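 active = compound inhibiting the enzyme by more than half at any dose during confirmatory dose-response retesting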;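 note: plate controls were full reaction with DMSO carrier for no effect and no enzyme background for full effect; strong numbers were not always called active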
Yfh1-off respiration – enhancers of respiration in Yfh1-depleted yeast, dose response, Friedreich's ataxia, plus single-dose screen (AID 1465). S. cerevisiae Yfh1-off respiration, WST-1 reduction, 72 h; higher fold induction means a stronger effect. 220,000 compounds, 0.074% hits. one-dose fold induction at 50 µM; EC50 in µM for titrated hits;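 active = fold induction of absorbance versus untreated yeast above a set limit, then at least 30% activation at any dose in follow-up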;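 note: activators that raise dye reduction in frataxin-depleted yeast; strong numbers were not always called active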
Lipid droplet – inhibitors of hepatocyte lipid droplet formation, primary screen, imaging, high-throughput imaging, BODIPY stain. AML12 mouse hepatocytes, oleate lipid droplets. inhibition, % at 6.5 µM. 240,000 compounds, 0.4% hits. AID 1656, 2009;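 active = lipid droplet intensity inhibited by at least 50%, with more than 500 cells counted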
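Test system: AML12 hepatocytes (mouse); reagent: oleate loading, 100 µM; dosing: one dose, 6.5 µM compound; incubation: overnight exposure; signal: fluorescence imaging, 20x objective, two fields per well; read-out basis: % inhibition of corrected integrated BODIPY droplet signal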
Dynein transport – inhibitors of GR-EGFP nuclear translocation, primary screen, dynein cargo transport inhibitor project, imaging, high-content, 3617.4 mouse cells | 220,000 compounds, 0.47% hits | z-score, hits read low | AID 1381, 2008 | test concentration mostly 20 µM; stimulated with dexamethasone, 1 µM; hits give low values;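 active = plate z-score of nuclear minus cytoplasmic receptor signal below a set negative limit, without overly bright fluorescence or cell loss, cut at about -3.5 in these data, passing the limit was not always enough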;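 note: z-score of nuclear minus cytoplasmic ring GR-EGFP intensity difference per well; some compounds called inactive have numbers as strong as hits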
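Buffer or medium: tet-free, stripped-serum medium; reagent: dexamethasone at 1.0 µM final, 30 min; incubation: 48 h induction, 1 h compound, 30 min dex at 37 °C; measured by: formaldehyde fixation, Hoechst nuclear stain, 10x automated fluorescence imaging; read-out: nuclear-to-cytoplasmic GR-EGFP distribution per well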
Insulin prom up – insulin promoter activators in MIN6 cells, imaging, high-content screening, mouse beta cells; AID 1625, 2009; 190,000 compounds, 0.3% hits; MIN6 insulin promoter-GFP reporter; hits give high values; z-score at 5 µM;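 active = z-score above 3 at 5 µM with at least 500 cells counted in the well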
MT stabilize HCS – microtubule stabilizers in HeLa cells, primary screen, imaging, high-content imaging. 200,000 compounds, 0.83% hits. % tubulin-high responders, % at 10 µM. HeLa tubulin immunostaining HCS, 24 h; share of cells brighter than vehicle mean+2SD;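 active = plate Z-score above 3 for both tubulin-high and condensed-nucleus cell shares, with cell loss under 80%, at 10 µM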;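 note: anti alpha tubulin signal scored within the nucleus-defined area of each cell; some results filed as inactive read as strong as hits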
Dynein transport cytoplasmic EGFP – recorded beside Dynein transport, whose call it bears; z-score; measured here: cytoplasmic GR-EGFP intensity; hits give high values
Dynein transport nuclear GR-EGFP – further read-out of Dynein transport, marked with its call; z-score; measured here: nuclear GR-EGFP intensity;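 lower value marks the stronger effect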
Dynein transport cell count – also measured in Dynein transport; calls as there; z-score; measured here: cell count per field
Insulin prom up cell count – further read-out of Insulin prom up, marked with its call; cell count; measured here: cytotoxicity, nuclei count;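 total cells summed across four imaged fields per well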
Lipid droplet cells 6.5 µM – recorded beside Lipid droplet, whose call it bears; cell count; measured here: cell count, cytotoxicity flag;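 cells counted across two imaged fields per well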
MT stabilize HCS Hoechst-high % – further read-out of MT stabilize HCS, marked with its call; % Hoechst-high responders; measured here: nuclear condensation Hoechst responders;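 share of cells brighter than vehicle mean plus two SD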
MT stabilize HCS cytotoxicity % – further read-out of MT stabilize HCS, marked with its call; toxicity, %; measured here: cytotoxicity by cell density;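 0% = mean cell density of plate MIN control wells and 100% = no cells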
Autophagy mod cell loss 18 h – second read-out of Autophagy mod, no call of its own (marks repeat the call); toxicity, %; measured here: cell loss, nuclei count;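 cell loss after 18 h compound exposure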
* hit, by the source's call; i = inactive; . = no result given.

SMILES	ER stress rescue	Autophagy mod	Autophagy mod cell loss 18 h	M1AAP inhibition	M17LAP inhibition	Yfh1-off respiration	Lipid droplet	Lipid droplet cells 6.5 µM	Dynein transport	Dynein transport cytoplasmic EGFP	Dynein transport nuclear GR-EGFP	Dynein transport cell count	Insulin prom up	Insulin prom up cell count	MT stabilize HCS	MT stabilize HCS Hoechst-high %	MT stabilize HCS cytotoxicity %
CC1(C)Cc2ccccc2C2=NNC(=O)C2=N1	-1.9%	i	20	7%	4%	i	-5	674	-0.95	0.36	-0.6	0.18	-0.87	1057	4.0	2.6	11
O=c1cc(-c2c(F)c(F)c(F)c(F)c2F)oc2c(F)c(F)c(F)c(F)c12	-1.9%	i	13	8%	0%	i	18	756	-8.2*	1.2*	-2.7*	0.081*	-0.4	1348	2.3	2.3	7.9
Cc1csc(Nc2ccccc2)[n+]1C	0.2%	i	1	-12%	0%	i	3	729	1.9	0.078	1	-1.5	-0.62	1321	2.1	1.9	1.0
CCOC(=O)c1cccnc1NC(=O)c1ccncc1	0.5%	i	9	-9%	10%	i	26	733	-0.16	-0.078	-0.3	0.45	0.25	1324	3.7	0.9	3.2
CCN(CC)C(=O)COC(=O)c1cc(-c2ccc(OC)cc2)nc2ccccc12	-2.3%	i	7	4%	-24%	i	-7	790	-0.44	0.22	0.016	0.65	-0.23	945	2.5	1.7	12
Cc1ccc(NC(=O)CSc2nc(NS(=O)(=O)c3ccccc3)cc(=O)[nH]2)cc1	1.8%	i	3	5%	24%	i	2	777	0.43	0.11	0.48	-0.45	-0.33	1038	1.0	1.4	9.1
O=C(Nc1cc(C(F)(F)F)ccc1-n1cncn1)c1ccc(-c2ccccc2)cc1	0.6%	i	3	-1%	-2%	i	-12	780	-0.53	-0.32	-0.23	0.39	0.82	814	1.2	1.5	17
CCOC(=O)C1=C(C)N(C)C(C)=C(C(=O)OCC)C1c1ccc(C(=O)OC)cc1	-1.4%	i	-9	1%	4%	i	-11	696	-0.13	-0.0034	0.23	0.28	-0.26	965	0.9	1.0	9.6
Cc1ccccc1C1CC(=O)NC2=C1C(=O)CCC2 (centres undefined)	-1.1%	i	-1	-2%	-4%	i	.	.	2.6	-0.17	1.2	-1.5	.	.	2.0	1.9	9.4
CNC(=S)NNC(=O)c1ccccc1Cl	.	.	.	3%	16%	i	10	703	-0.61	-0.24	-0.34	0.62	-1.4	1434	.	.	.
Cc1ccc(NC(=O)NCC2CCN(Cc3cc(C)ccc3Cl)CC2)c(C)c1	-2.5%	i	0	-4%	17%	i	10	662	-0.26	-0.2	0.062	0.56	-0.19	1585	3.1	2.3	9.0
O=C1CC(c2ccccc2)Sc2nc3ccccc3n21 (centres undefined)	0.2%	i	1	5%	-1%	i	-5	663	-0.044	-0.095	-0.34	0.33	-1	1245	4.9	2.3	9.9
O=C(O)COc1ccccc1/C=N/NC(=O)CSc1nnc(-c2ccc(Cl)cc2)n1C1CCCCC1	.	.	.	6%	18%	i	-40	614	0.12	-0.13	-0.33	-0.23	0.25	1106	.	.	.
COc1cc2c(N3CCOCC3)cc(O)c(CC(=O)Nc3ccccc3)c2cc1OC	-1.2%	i	8	10%	7%	i	16	635	-1.1	-0.12	-0.32	0.75	-0.18	1770	1.5	1.8	8.4
COc1ccc(C(=O)NNC(=O)CCn2nnc(-c3ccc(C)cc3)n2)cc1OC	-1.0%	i	1	-1%	58%	i	-3	695	0.12	-0.24	-0.5	0.31	-0.12	1176	2.2	1.7	9.2
CCCCC(=O)Nc1ccc2oc(-c3ccncc3)nc2c1	-0.8%	i	-10	0%	-12%	i	20	736	0.14	-0.26	0.38	-0.55	0.03	1202	1.0	0.9	31
CCOc1ccc2oc(C(=O)NC(C)(C)CC)c(C)c2c1	8.5%	i	-3	2%	4%	i	3	714	0.051	-0.0019	0.11	0.5	-0.63	1347	2.4	1.4	5.4
CCOc1ccc(NC(=O)NCCCn2c(C)nc3cc(C)c(C)cc32)cc1	0.6%	i	5	5%	0%	i	.	.	1.6	-0.16	0.92	-0.3	-0.29	846	2.0	1.7	6.3
c1coc(-c2nnc(SCc3nc4ccccc4[nH]3)o2)c1	-0.4%	i	-8	4%	3%	i	.	.	-0.5	-0.19	-0.16	-0.21	0.47	1288	1.5	1.5	3.7
C=CCn1c(=NC(=O)C2COc3ccccc3O2)sc2cccc(OC)c21 (centres undefined)	.	.	.	0%	-5%	i	7	704	-0.52	-0.23	-0.46	-0.21	-0.14	1463	.	.	.
N#CC1=C(N)NC(SCC(=O)c2ccccc2)=C(C#N)C12CCCC2	-1.3%	i	8	9%	7%	i	-30	770	-0.22	-0.27	0.79	0.18	-0.07	1174	2.8	3.4	7.7
Cc1cc(N2CCCC2=O)c(N)cc1N	-1.0%	i	-5	21%	8%	i	1	747	0.29	-0.26	0.4	-1	-0.58	1314	1.7	0.8	15
OCCN1CCN(c2nc3ccccc3nc2-c2ccccc2)CC1	-1.8%	i	-35	5%	5%	i	7	707	0.52	-0.22	0.24	0.23	-0.58	1577	1.7	2.3	12
C=CCNc1oc(-c2cccs2)nc1S(=O)(=O)c1ccccc1	1.8%	i	15	14%	3%	i	-14	679	0.15	-0.36	0.68	0.73	0.07	1610	5.0	3.9	6.3
O=c1c2c(n3cnnc3n1-c1ccccc1)-c1ccccc1CC21CCCCC1	-0.3%	i	20	10%	-11%	i	.	.	2	0.03	1.8	-0.9	1.6	1603	2.8	0.9	4.6
SMILES	ER stress rescue	Autophagy mod	Autophagy mod cell loss 18 h	M1AAP inhibition	M17LAP inhibition	Yfh1-off respiration	Lipid droplet	Lipid droplet cells 6.5 µM	Dynein transport	Dynein transport cytoplasmic EGFP	Dynein transport nuclear GR-EGFP	Dynein transport cell count	Insulin prom up	Insulin prom up cell count	MT stabilize HCS	MT stabilize HCS Hoechst-high %	MT stabilize HCS cytotoxicity %
C[n+]1cn(/N=C/c2ccccc2)c2ccccc21	-4.7%	i	2	9%	-1%	i	25	804	-0.063	-0.13	-0.011	-0.99	0.34	1207	3.1	3.1	7.8
CCCN(CCC)C(=O)Cn1c(=O)n(CCC(=O)NCCc2ccccc2)c(=O)c2ccccc21	-0.5%	i	-4	9%	13%	i	3	791	0.073	-0.22	-0.12	0.6	0.16	935	2.0	1.7	20
Cc1cc(C(F)F)n2ncc(C(=O)N3CCC(C(N)=O)CC3)c2n1	-4.5%	i	-13	0%	1%	i	-12	828	-1.1	-0.28	-0.59	1.2	.	.	1.2	0.9	8.2
CCOC(=O)c1sc(NC(=O)C(C)C)c(C#N)c1C	0.0%	i	-3	0%	7%	i	2	678	-0.87	-0.0083	-0.45	1	-0.38	1588	2.9	2.5	6.4
CCOCC(=O)Nc1ccccc1C(=O)N1CCOCC1	-1.8%	i	3	1%	-3%	i	6	728	-0.64	-0.21	-0.39	0.59	-0.44	1527	1.5	3.1	6.4
CC(C)NC(=O)c1nn2c(C(F)(F)F)cc(-c3ccco3)nc2c1Cl	-2.0%	i	-6	10%	-16%	i	11	711	0.12	0.42	-0.13	0.98	0.05	1607	2.9	1.8	12
CC(CC(=O)Nc1ccccc1C(F)(F)F)c1ccccc1 (centres undefined)	-0.9%	i	-8	6%	-6%	i	3	638	0.072	-0.3	-0.39	-0.1	0.14	1499	1.5	6.6	8.9
Cc1cc(C(=O)OCC(=O)NCCC(C)C)c2ccccc2n1	-2.4%	i	-28	0%	13%	i	.	.	0.075	-0.18	0.9	0.13	1.5	1515	3.3	2.4	9.3
CC(C)(C)OC(=O)Nc1ncnc2c1ncn2C1OC(CO)C2OC(C)(C)OC21 (centres undefined)	.	.	.	4%	0%	i	6	655	0.46	-0.27	0.87	-0.1	0.66	935	.	.	.
Cc1cccc2cc(CN(CC3CCCO3)C(=O)c3ccco3)c(=O)[nH]c12 (centres undefined)	0.2%	i	0	12%	22%	i	.	.	-0.11	-0.33	-0.021	0.47	-0.14	1201	4.4	3.1	10
O=C(N/N=C/c1cccnc1)c1ccco1	.	.	.	2%	5%	i	-3	710	-1.1	-0.27	0.065	0.63	.	.	.	.	.
CCC1=Nc2cc(C(=O)NCC3CCCO3)ccc2Sc2ccc(Br)cc21 (centres undefined)	-0.5%	i	46	8%	0%	i	-6	787	-0.034	-0.25	-0.034	0.24	1.7	845	21	45	53
COc1ccccc1NC(=O)CSc1nnc(C)n1CCc1ccccc1	-0.1%	i	1	8%	26%	i	.	.	-0.25	-0.21	0.027	0.066	0.71	1276	1.7	2.0	4.9
CCCC(=O)n1nc(-c2ccc(Cl)cc2)nc1SC	-1.1%	i	4	5%	-2%	.	-11	681	0.29	-0.097	0.81	-1.1	.	.	2.0	1.7	24
